# High-throughput results from PubChem.
# Pin1 inh: inhibitors of human Pin1; Pin1 FP peptide displacement, HiFluor488, 10 min; Potency, µM (top dose mostly 115 µM), for inactives: at the top dose activity, negative = inhibition, actives largely listed as inhibitors; 0.009% of 390,000 active; active = well fitted inhibition curve with a large enough effect in the polarisation, with a control signal flat, not every such curve was filed as active; inconclusive = small, poorly fitted or top-dose-only effect, or effect the other way, or a change in a side signal; inactive = no such curve, though single readings can be large or run the other way; the % refers to the polarisation; also: potency is read from the fitted curve at half-maximal effect; % is scaled to controls: 0 for no effect and ±100 for the full control effect
# Target sequence (Q13526 whole entry, looked up): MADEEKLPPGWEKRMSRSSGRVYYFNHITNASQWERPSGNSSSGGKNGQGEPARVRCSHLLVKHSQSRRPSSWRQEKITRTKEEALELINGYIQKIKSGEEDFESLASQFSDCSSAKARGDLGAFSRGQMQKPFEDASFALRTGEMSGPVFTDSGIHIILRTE
# G9a inh: blocks human histone lysine methyltransferase G9a; Q96KQ7; G9a H3K9 monomethylation, AlphaScreen, 2 h; Potency, µM (series often up to 102 µM), for the others: top-dose activity, negative = inhibition, most hits filed as inhibitors; 8.8% of 350,000 active; also: potency is read from the fitted curve at half-maximal effect; % is scaled to controls: 0 for no effect and ±100 for the full control effect; nearly all actives have a fitted effect of over 75% in size
# Target sequence (Q96KQ7 913-1193 limits assumed): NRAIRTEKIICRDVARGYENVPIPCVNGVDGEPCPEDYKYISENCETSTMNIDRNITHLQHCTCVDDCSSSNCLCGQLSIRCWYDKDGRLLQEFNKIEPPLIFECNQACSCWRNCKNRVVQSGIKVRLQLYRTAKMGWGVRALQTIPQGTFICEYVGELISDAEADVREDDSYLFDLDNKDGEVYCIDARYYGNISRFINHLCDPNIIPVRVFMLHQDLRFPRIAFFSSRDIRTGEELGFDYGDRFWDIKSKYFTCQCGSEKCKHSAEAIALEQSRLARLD
#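 Chemiluminescent proximity detection of H3K9 monomethylation, read after 10 min bead incubation in the dark. Reaction: 20 nM G9a, 500 nM biotin-H3K9 peptide, 20 uM SAM cofactor, 2 h, room temperature, following 15 min enzyme-compound preincubation.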
# JMJD2A Tudor: JMJD2A Tudor domain (human) inhibition; O75164; AID 504339; 4.4% of 390,000 active; AlphaScreen JMJD2A-Tudor / H3K4me3 peptide binding; Potency, µM (series often up to 114 µM), for inactives: at the highest dose activity change, negative = inhibition, hits mostly inhibitors; also: potency is read from the fitted curve at half-maximal effect; % is scaled to controls: 0 for no effect and ±100 for the full control effect; nearly all actives have a fitted effect of over 50% in size
# BAZ2B inh: BAZ2B (human) inhibition; AlphaScreen BAZ2B-H3K14Ac peptide displacement; Potency, µM (titrated, usually from 114 µM), for the others: top-dose activity change, negative = inhibition, actives largely listed as inhibitors; 4.4% of 360,000 active; AID 504333; also: potency is read from the fitted curve at half-maximal effect; % is scaled to controls: 0 for no effect and ±100 for the full control effect; nearly all actives have a fitted effect of over 60% in size
#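 BAZ2B (50 nM) with biotin-H3(5-23)K14Ac peptide (50 nM) in PBS pH 7.4, 0.01% Tween-20, preformed 30 min, then compound 30 min at room temperature; top concentration 110uM. AlphaScreen streptavidin donor/nickel chelate acceptor beads (10 ug/mL final), 20 min dark, signal read.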
# Pol eta inh: blocks human DNA polymerase eta activity; Q9Y253; recombinant Pol eta, fluorescent DNA replication assay; Potency, µM (series often up to 114 µM), for inactives: top-dose activity change, negative = inhibition, usual class: inhibitors; 1.2% of 390,000 active; also: potency is read from the fitted curve at half-maximal effect; % is scaled to controls: 0 for no effect and ±100 for the full control effect
#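 Pol eta (10 nM) was preincubated with compounds for 15 min at room temperature, after which fluorescent replication substrate (50 nM final) was added to start the reaction. Fluorescence was read kinetically at 0 and 10 min.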
# GLS inh: inhibitors of human glutaminase (GLS); O94925; GLS enzymatic activity, qHTS titration; Potency, µM (highest dose often 45.5 µM), for the others: at the top dose activity change, negative = inhibition, hits mostly inhibitors; 0.21% of 410,000 active; AID 624170; also: potency is read from the fitted curve at half-maximal effect; % is scaled to controls: 0 for no effect and ±100 for the full control effect
#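 hKGA in 45 mM KH2PO4 pH 8.2, 0.02% Tween-20 with pin-transferred compounds; 1 mM L-glutamine (stock) plus glutamate oxidase/HRP/Amplex Red coupling added. Fluorescence read initially and after 30 min at RT.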
# PI4K2A inh: blocks human PI4K2A kinase activity; AID 1346378; activity change, negative = inhibition, % at 76.9 µM; purified PI4K2A, ADP-Glo luminescence, 1 h; stronger effect = lower value; 0.13% of 420,000 active; in the data active = activity change below about -50%; inconclusive = mostly about -30% to -49%;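 also: -100% = wells without enzyme as full effect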
#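 Compounds are screened against recombinant PI4K2A using PI as substrate and ATP, the latter dispensed at 300 microM. Reactions run one hour at ambient temperature before ADP-Glo detection; full inhibition defined by wells lacking enzyme.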
# HP1b binding inh: blocks HP1-beta chromodomain binding to methylated histone tails. Potency, µM (doses to about 114 µM), inactives show at the highest dose activity change, negative = inhibition, hits mostly inhibitors. AID 540317. AlphaScreen HP1-beta / biotin-H3K9me3 peptide binding. 0.56% of 390,000 active. P83916; also: potency is read from the fitted curve at half-maximal effect; nearly all actives have a fitted effect of over 70% in size; inactives centre near 23
#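 HP1-beta protein (50 nM final) preincubated 30 min at room temperature with biotinylated H3(1-18)K9me3 peptide (50 nM) in PBS pH 7.4, 0.01% Tween-20, then compound added for 30 min. AlphaScreen streptavidin donor/nickel chelate acceptor beads (10 ug/mL final), 30 min dark, luminescence read.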
# PGK inhibitor: T. brucei PGK inhibition; PGK/GAPDH coupled, Kinase-Glo luminescence, 60 min; Potency, µM (top dose mostly 57.5 µM), without a hit: top-dose activity change, negative = inhibition, usual class: inhibitors; 0.043% of 380,000 active; AID 602233; also: potency is read from the fitted curve at half-maximal effect; % is scaled to controls: 0 for no effect and ±100 for the full control effect; nearly all actives have a fitted effect of over 60% in size
# Target sequence (P07378 whole entry, looked up): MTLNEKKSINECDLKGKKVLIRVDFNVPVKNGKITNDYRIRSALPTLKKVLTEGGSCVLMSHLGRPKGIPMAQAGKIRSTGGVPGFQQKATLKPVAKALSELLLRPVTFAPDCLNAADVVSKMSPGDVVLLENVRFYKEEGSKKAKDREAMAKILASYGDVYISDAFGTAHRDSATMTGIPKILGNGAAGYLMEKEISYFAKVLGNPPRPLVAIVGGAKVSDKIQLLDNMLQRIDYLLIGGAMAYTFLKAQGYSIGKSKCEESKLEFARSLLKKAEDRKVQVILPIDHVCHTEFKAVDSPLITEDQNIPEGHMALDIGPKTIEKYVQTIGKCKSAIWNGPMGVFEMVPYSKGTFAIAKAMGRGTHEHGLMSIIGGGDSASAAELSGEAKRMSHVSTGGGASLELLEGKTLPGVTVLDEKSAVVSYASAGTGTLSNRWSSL
#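 Luminescent ATP detection (Kinase-Glo Plus) follows a 60-minute room-temperature incubation, with wells lacking PGK as controls. Buffer: 100 mM TEA (pH 7.6), 5 mM MgCl2, 0.01% Tween-20. Coupling enzyme GAPDH (100 nM final) supplies unstable 1,3-BPG in-well.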
# * marks the source's active call; other numbers are inactive results; i = inactive; ? = inconclusive; . = not tested or not shown; [ ] = another dose, or the depositor's remark. Unless noted, calls follow the shape of the dose curve; as a rule, active = well fitted curve in the direction sought with a large enough effect; inconclusive = small, poorly fitted or top-dose-only effect, or another doubt; inactive = no such curve, though single readings can be large; an effect the other way counts as inactive or inconclusive. An excerpt, so the mix of outcomes need not match the whole.
SMILES,Pin1 inh,G9a inh,JMJD2A Tudor,BAZ2B inh,Pol eta inh,GLS inh,PI4K2A inh,HP1b binding inh,PGK inhibitor
COc1ccc(CCNC(=O)Cn2cc(C(F)(F)F)cc(Cl)c2=O)cc1OC,8%,7%[59 µM],-18%,5%,-4%,8%,-6,3%,-1%
COc1ccc(OC)c(S(=O)(=O)N2CCN(c3ncccn3)CC2)c1,-8%,4%,0%,4%,1%,1%,-1,18%,.
CCOC(=O)N1CCN(C(=O)c2ccc3nc(C)sc3c2)CC1,-2%,6%[12.7 µM],-12%,-1%,-5%,-11%,0,45%[activator],-5%
COc1cc(/C=N/NC(=S)NC2CC3C=CC2C3)cc(OC)c1OC (stereo not given),2%,?,-27%,?,-27%,-12%,4,-1%,-3%
CC(=O)Nc1cnc2ccccc2n1,0%,-1%[12.7 µM],-6%,-2%,9%,9%,4,60%[activator],2%
Cc1ccc(CC(=O)O/N=C(\N)Cc2ccc([N+](=O)[O-])cc2)cc1,-4%,3%[59 µM],-12%,3%,-23%,-5%,-2,31%,4%
Cc1cc(C)cc(C(=O)OCC(=O)NCCNC(=O)COC(=O)c2cc(C)cc(C)c2)c1,1%,98%[activator],-16%,9%,-16%,-13%,9,30%,-4%
CC(Sc1cccc[n+]1[O-])C(=O)Nc1ccc([N+](=O)[O-])cc1Cl (stereo not given),-1%,50µM*,-2%,-17%,-25%,-2%,0,42%[activator],5%
O=C(Cn1ccc2ccccc2c1=O)N1CCN(Cc2ccc3c(c2)OCO3)CC1,-1%,-2%,-6%,7%,-10%,1%,5,36%,9%
O=c1c(=O)n(-c2cccc(Cl)c2)ccn1Cc1cccc(F)c1,0%,?,-1%,1%,-13%,4%,1,43%[activator],1%
C=CCNc1oc(-c2cccc(Cl)c2)nc1C#N,2%,.,-21%,.,-5%,0%,7,32%,0%
O=S(=O)(c1ccc(SCc2c(F)cccc2Cl)nc1)N1CCCC1,.,.,.,.,-19%,1%,-4,.,-7%
COc1ccc(S(=O)(=O)NCCc2ccccn2)cc1,3%,.,-10%,.,-1%,4%,-5,20%,10%
COc1cc(CCC(=O)OCC(=O)Nc2c(Cl)cccc2Cl)cc(OC)c1OC,6%,19%,-13%,-1%,1%,-4%,3,12%,2%
CCc1cccc(CC)c1NC(=O)CSc1nnc(C2CC2)n1N,0%,15%,-19%,7%,-10%,5%,-2,27%,-4%

# In a second layout: entries from further up.
mol: CCOC(=O)N1CCN(C(=O)c2ccc3nc(C)sc3c2)CC1
  Pin1 inh: -2%; G9a inh: 6%[12.7 µM]; JMJD2A Tudor: -12%; BAZ2B inh: -1%; Pol eta inh: -5%; GLS inh: -11%; PI4K2A inh: 0; HP1b binding inh: 45%[activator]; PGK inhibitor: -5%
mol: COc1ccc(OC)c(S(=O)(=O)N2CCN(c3ncccn3)CC2)c1
  Pin1 inh: -8%; G9a inh: 4%; JMJD2A Tudor: 0%; BAZ2B inh: 4%; Pol eta inh: 1%; GLS inh: 1%; PI4K2A inh: -1; HP1b binding inh: 18%; PGK inhibitor: .

# (more compounds)
SMILES,Pin1 inh,G9a inh,JMJD2A Tudor,BAZ2B inh,Pol eta inh,GLS inh,PI4K2A inh,HP1b binding inh,PGK inhibitor
Cc1nc2c(-c3ccccc3)cnn2c(N)c1-c1ccccc1,-1%,159%[activator],34%,30%,-11%,11%,5,87%[activator],-3%
COCCn1cc(C(=O)NCc2ccco2)c2c3ccccc3n(C)c2c1=O,5%,-3%[59 µM],-4%,-34%,-5%,6%,-12,14%,1%
Cc1ccc2oc(/N=C(\N)NC(=O)C3CC3)nc2c1,?,.,-7%,2%,-17%,-5%,-5,49%[activator],-1%
Cc1noc(C)c1S(=O)(=O)N(C)C[C@H]1OCc2cn(nn2)CCCC(=O)N([C@@H](C)CO)C[C@@H]1C,.,.,.,.,-6%,-4%,-4,.,5%
COc1ccc(/C=N/NC(=O)c2cccnc2)cc1COc1ccc([N+](=O)[O-])cc1,0%,10%,-12%,-2%,2%,-13%,-2,1%,0%
CCC(C)(C)C1CCc2[nH]nc(C(=O)NCCNC(=O)OC(C)(C)C)c2C1 (stereo not given),4%,4%[2.33 µM],-12%,9%,-3%,16%,-4,25%,0%
Cc1occc1C(=O)Nc1nnc(-c2ccncc2)s1,7%,-37%[12.7 µM],-13%,-4%,6%,2%,3,20%,-2%
Nc1ccc(Oc2ncccn2)cc1,-10%,?,-35%,-37%,40µM*,-25%,-54*,-13%,.
O=C(O)c1ccccc1C(=O)N1N=C(c2ccccc2)CC1c1ccccc1O (stereo not given),8%,?,10%,-4%,-19%,20%,0,47%[activator],-7%
CCc1ccccc1NC(=O)Nc1ccc2snnc2c1,4%,11%[59 µM],8%,-3%,-16%,3%,4,26%,-3%
CCOC(=O)C1CCN(CCCSc2ccc(Cl)cc2)CC1,-2%,.,-11%,-3%,-3%,5%,-2,17%,2%
Cc1cc(C)c(COc2ccc(/C=N/n3c(C)n[nH]c3=S)cc2)c(C)c1,?,?,79µM*,?,-17%,-1%,0,?,0%
Cc1cccc(CNC(=O)C2CCN(c3nc4ccc(Cl)cc4[nH]3)CC2)c1,-4%,-4%[59 µM],-31%,-3%,-15%,0%,2,12%[57 µM],-5%
O=C(Nc1ccccc1F)c1oc2ccccc2c1NC(=O)c1c(F)cccc1F,1%,15%[59 µM],-9%,-23%,4%,1%,-1,28%,-7%
N#CC1=C(N)SC(N)=C(C#N)C1C1C=CCCC1 (stereo not given),19%,?,-18%,4%,-3%,-1%,-1,27%,0%

# The final 4 entries of the part before lead into the next.
SMILES,Pin1 inh,G9a inh,JMJD2A Tudor,BAZ2B inh,Pol eta inh,GLS inh,PI4K2A inh,HP1b binding inh,PGK inhibitor
Cc1cc(C)c(COc2ccc(/C=N/n3c(C)n[nH]c3=S)cc2)c(C)c1,?,?,79µM*,?,-17%,-1%,0,?,0%
Cc1cccc(CNC(=O)C2CCN(c3nc4ccc(Cl)cc4[nH]3)CC2)c1,-4%,-4%[59 µM],-31%,-3%,-15%,0%,2,12%[57 µM],-5%
O=C(Nc1ccccc1F)c1oc2ccccc2c1NC(=O)c1c(F)cccc1F,1%,15%[59 µM],-9%,-23%,4%,1%,-1,28%,-7%
N#CC1=C(N)SC(N)=C(C#N)C1C1C=CCCC1 (stereo not given),19%,?,-18%,4%,-3%,-1%,-1,27%,0%
CC(=O)NN1C(=O)/C(=C\c2ccc(Cl)cc2)SC1=S,-2%,.,-6%,-2%,-20%,-7%,2,16%,-6%
Cc1cccn2c(=O)c(C=O)c(N3CCN(c4ccc(F)cc4)CC3)nc12,-5%,-21%,-20%,?,-6%,8%,-1,8%,3%
COc1ccc(S(=O)(=O)N2CCCC(C(=O)NCc3ccc4c(c3)OCO4)C2)cc1 (stereo not given),2%,-2%,-14%,-24%,-6%,-1%,-2,15%,-6%
Cn1cc(C(=O)C(=O)N2CCCC2)c2ccccc21,-2%,-6%[59 µM],-14%,2%,2%,3%,1,7%,i
O=C(NCc1ccc(Cl)cc1)c1ccc(S(=O)(=O)N2CCCCC2)cc1,4%,9%[12.7 µM],-27%,-5%,9%,3%,-5,25%,-4%
Cc1ccc(-c2nnn(CC(=O)N(CC(=O)NC3CCCCC3)c3cccc(F)c3)n2)o1,3%,-1%,-4%,4%,-23%,-7%,13,10%,2%
CC[N+](C)(C)CCN(Cc1ccc(Cl)cc1)c1ccccn1,-5%,-33%[59 µM],3%,3%,0%,3%,0,21%,8%
Cc1ccc(-n2c(SCC(=O)NCC3CCCO3)nc3c(c2=O)SCC3)cc1 (stereo not given),0%,-15%[59 µM],-1%,-16%,6%,1%,4,36%,-5%
Cc1cccc(C)c1NC(=O)C1(NC(=O)C2CCC(=O)N2)CCCCC1 (stereo not given),-4%,7%[59 µM],-2%,3%,-18%,5%,1,50%[activator],6%
Cc1ccc(NC(=S)NCc2ccc(Cl)cc2)c(OC(F)F)c1,4%,97%[activator],-4%,2%,-13%,0%,3,40%[activator],-1%
COc1ccc2c(c1)CCc1c(C(=O)Nc3ccn(Cc4ccc(C)cc4)n3)noc1-2,2%,17%[2.33 µM],?,-33%,-28%,11%,-2,7%,-4%
O=C(NC(=S)N1CCN(c2ccc([N+](=O)[O-])cc2)CC1)c1ccccc1F,2%,?,-32%,-26%,-4%,8%,5,3%,7%
CCCCCCn1nc(C(=O)Nc2nc3c(s2)CCCC3)c2ccccc2c1=O,2%,1%[59 µM],-17%,-30%,-23%,-4%,-3,30%,3%
C[C@H](CO)N1C[C@H](C)[C@@H](CN(C)S(=O)(=O)c2ccccc2)Oc2c(NC(=O)Nc3ccc4c(c3)OCO4)cccc2C1=O,0%,.,?,.,-11%,6%,-7,70%[activator],i
CC1CCCCN1C(=S)NCc1ccccc1 (stereo not given),-6%,?,-10%,-1%,0%,7%,0,27%,-1%
CC(C)(C)C(=O)Nc1cccc(-c2nnc(-c3cccc(NC(=O)C(C)(C)C)c3)o2)c1,4%,5%[59 µM],8%,-3%,-10%,1%,2,60%[activator],i
CC(C)(C)OC(=O)N1CC=C2C(C#N)=C(N)C(C#N)(C#N)C(c3cccs3)C2C1 (stereo not given),?,?,-31%,-28%,-28%,2%,10,18%,-1%
